# Assay outcomes from PubChem BioAssay.
# CBFb RUNX1 block: blocks binding between human CBF-beta and RUNX1. Potency, µM (top dose mostly 59.8 µM), inactives show at the top dose activity, negative = inhibition, actives largely listed as inhibitors. AlphaScreen CBFb-His/RUNX1-biotin binding, biochemical. Q01196+Q13951. 230,000 tested, under 10 active; note: % of control where 0% means no effect
# Target sequence (Q01196 whole entry, looked up): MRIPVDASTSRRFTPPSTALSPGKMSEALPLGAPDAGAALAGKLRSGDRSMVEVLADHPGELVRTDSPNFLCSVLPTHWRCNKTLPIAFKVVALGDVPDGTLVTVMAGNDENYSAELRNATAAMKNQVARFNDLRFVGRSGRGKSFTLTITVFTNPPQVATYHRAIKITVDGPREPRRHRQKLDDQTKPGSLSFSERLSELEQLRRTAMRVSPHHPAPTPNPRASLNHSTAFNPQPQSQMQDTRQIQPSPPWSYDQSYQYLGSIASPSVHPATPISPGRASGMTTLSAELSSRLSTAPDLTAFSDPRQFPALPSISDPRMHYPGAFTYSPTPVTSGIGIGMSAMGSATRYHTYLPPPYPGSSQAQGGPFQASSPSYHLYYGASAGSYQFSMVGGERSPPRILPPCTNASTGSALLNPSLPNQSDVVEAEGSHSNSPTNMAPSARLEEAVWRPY
# Target sequence (Q13951 whole entry, looked up): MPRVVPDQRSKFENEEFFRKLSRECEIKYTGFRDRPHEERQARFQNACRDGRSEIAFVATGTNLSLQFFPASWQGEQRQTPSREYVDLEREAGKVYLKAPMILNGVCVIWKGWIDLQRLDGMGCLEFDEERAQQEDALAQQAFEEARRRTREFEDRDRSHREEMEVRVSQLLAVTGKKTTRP
#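 Compounds were screened at multiple concentrations against a preformed CBF-beta(His)/RUNX1(biotin) complex (30 nM of each) for 15 min at room temperature, followed by 90 min with nickel and streptavidin beads and AlphaScreen reading.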
# aGal spleen mod: alpha-galactosidase A (human) modulation; Potency, µM (highest dose often 80 µM), for inactives: at the highest dose activity change, negative = inhibition, hits mostly inhibitors; human spleen homogenate, 4MU-alpha-Gal fluorescence, 40 min; AID 2107; actives 0.008% (n = 240,000); P06280;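 note: potency is the fitted concentration of half-maximal effect; 0% = enzyme with vehicle and -100% = no enzyme basal signal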
# Target sequence (P06280 32-429 limits assumed): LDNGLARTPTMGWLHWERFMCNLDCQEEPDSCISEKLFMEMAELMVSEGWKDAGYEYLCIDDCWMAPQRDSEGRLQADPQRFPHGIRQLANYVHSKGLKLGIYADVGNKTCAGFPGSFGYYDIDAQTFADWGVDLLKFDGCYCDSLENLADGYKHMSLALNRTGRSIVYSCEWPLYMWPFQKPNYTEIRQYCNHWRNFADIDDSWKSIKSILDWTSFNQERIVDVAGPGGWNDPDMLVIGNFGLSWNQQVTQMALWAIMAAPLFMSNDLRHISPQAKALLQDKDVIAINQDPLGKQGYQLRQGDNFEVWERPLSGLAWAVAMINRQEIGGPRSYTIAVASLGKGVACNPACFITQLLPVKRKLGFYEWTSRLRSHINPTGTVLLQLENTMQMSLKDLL
#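 qHTS titration in buffer at pH 5.0. Alpha-galactosidase activity in spleen homogenate was measured via 4-methylumbelliferone release from 1 mM fluorogenic substrate after 40 min at 37C and a pH 10 stop. AC50 came from Hill fits of control-normalized data.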
# Tau fluor counter: counter-screen for tau fibril formation inhibitors. tau K18 P301L (four-repeat tau fragment) Alexa594 fluorescence, heparin fibrillization. Potency, µM (top dose mostly 57.7 µM), inactives show at the highest dose activity change, negative = decrease. actives 0.93% (n = 280,000). AID 1463; note: potency is the fitted concentration of half-maximal effect; % is set by controls: 0 for no effect and ±100 for the full control effect; nearly all actives have a fitted effect of over 55% in size
#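 Human K18 P301L tau (15 uM unlabeled plus 0.24 uM Alexa 594-labeled, final) in 100 mM sodium acetate pH 7 was mixed with compound and 20 uM heparin and incubated 6 hr at 37 C.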
# Epigenetic derep: regulators of epigenetic silencing causing reporter derepression in mouse cells | murine LDR cells, GFP reporter derepression, 30 h | Potency, µM (doses to about 53.9 µM), for inactives: at the highest dose GFP activation, actives largely listed as activators | actives 0.2% (n = 280,000) | AID 1865; note: potency is the fitted concentration of half-maximal effect; % of control where 0% means no effect; nearly all actives have a fitted effect of over 60% in size
#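 Reporter derepression read as number of fluorescent GFP-positive objects, 20-120 um in size, counted by laser-scanning cytometer. Mouse LDR line with an epigenetically silenced CMV-GFP locus; compound incubation 30 h, 37 C.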
# Tau fibril FP: blocks human tau fibril formation measured by polarization | Potency, µM (highest dose often 57.7 µM), inactives show top-dose activity, negative = inhibition, actives largely listed as inhibitors | actives 0.39% (n = 280,000) | K18 P301L tau heparin fibrillization, Alexa594 FP, 6 h | P10636; note: potency is the fitted concentration of half-maximal effect; % is set by controls: 0 for no effect and ±100 for the full control effect; nearly all actives have a fitted effect of over 55% in size
#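 Human tau K18 […] P301L fragment, 15 uM unlabeled plus 0.24 uM Alexa 594-labeled tau (final), with compound and 20 uM heparin in 100 mM sodium acetate pH 7; 6 hr at 37 C, then Alexa 594 FP read.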
# TRb SRC2 PPI: disrupts binding of human TR beta to SRC2; TRbeta-SRC2 peptide binding, fluorescence polarization; receptor liganded with 1 µM T3; Potency, µM (series often up to 106 µM), for inactives: at the top dose activity change, negative = inhibition, hits mostly inhibitors; actives 0.065% (n = 280,000); AID 1469;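 note: potency is the fitted concentration of half-maximal effect; plate controls were bound peptide for no effect and peptide without receptor for full effect; nearly all actives have a fitted effect of over 50% in size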
#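 Fluorescence polarization of 20 nM Texas Red SRC2 peptide with 0.6 uM human TRb ligand-binding domain, in Tris buffer with 1uM T3 and 5% DMSO. Incubated 5 hr ambient; normalized to unbound and bound controls.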
# TR SRC2 fluor cs: alters Texas Red total fluorescence, flagging assay interference; AID 1479; Potency, µM (doses to about 106 µM), for inactives: top-dose fluorescence change, negative = quenching; TRb/SRC2 Texas Red total fluorescence interference; actives 0.29% (n = 280,000); active = well fitted curve in either direction with a large enough effect; inconclusive = small, poorly fitted or top-dose-only effect; note: potency is the fitted concentration of half-maximal effect; % is set by controls: 0 for no effect and ±100 for the full control effect
#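 Human TRβ ligand-binding domain (0.6 uM) and Texas Red SRC2 peptide (20 nM) in Tris buffer with 1 uM T3 and 5% DMSO were incubated with pinned compound for 5 hr at ambient temperature. Total fluorescence was computed as S + 2P (555/632 nm).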
# NPSR antag: neuropeptide S receptor (human) antagonism, cAMP; Q6W5P4; actives 1% (n = 220,000); Potency, µM (titrated, usually from 38.3 µM), for the others: at the highest dose activity change, negative = inhibition, usual class: inhibitors; CHO-NPSR cells, cAMP TR-FRET, antagonist mode; note: potency is the fitted concentration of half-maximal effect; % is set by controls: 0 for no effect and ±100 for the full control effect; nearly all actives have a fitted effect of over 50% in size; many of its hits are not listed in these tables
# * marks the source's active call; other numbers are inactive results; ? = inconclusive; / = no result given; [ ] = dose if it differs, or a comment. Unless noted, calls come from the whole dose curve; as a rule, active = well fitted curve in the direction sought with a large enough effect; inconclusive = small, poorly fitted or top-dose-only effect, or another doubt; inactive = no such curve, though single readings can be large; an effect the other way counts as inactive or inconclusive. Not all compounds are listed; rates above refer to the full screens.
SMILES,CBFb RUNX1 block,aGal spleen mod,Tau fluor counter,Epigenetic derep,Tau fibril FP,TRb SRC2 PPI,TR SRC2 fluor cs,NPSR antag
CN(NC1OC(=O)c2ccccc21)c1ncc(C(F)(F)F)cc1Cl (stereo not given),0%,-5%,-6%,0.9%,-1%,-2%,-1%,-7%
COc1ccc(Cl)cc1NC(=S)NCCCN1CCCC1=O,4%,-14%,-9%,-0.2%,-4%,-3%,1%,17%
CN(C)Cc1ccccc1-c1nc(N2CCOCC2)c2ccccc2n1,/,-4%,-1%,1.6%,-5%,-4%,-3%,/
CCOCCCNC(=S)N1CCN(Cc2ccc3c(c2)OCO3)CC1,1%,6%,17%,0.0%,5%,5%,-6%,-13%
CC(C)(C)c1ccc(OCCSc2nc(-c3cccs3)nc3cc(=O)[nH]n23)cc1,/,/,-11%,-2.4%,-4%,7%,-1%,/
O=S(=O)(NCc1ccco1)c1cccc2cccnc12,-11%,-2%,-4%,-0.8%,-5%,1%,-5%,12%[46.1 µM]
CCCNC(=O)Nc1ccc2c(c1)N(C)C(=O)c1ccccc1S2,8%,1%,-28%,-1.0%,-15%,-2%,-2%,-10%[46.1 µM]
Cc1ccc2c(CC(=O)Nc3c(C(=O)Nc4cccc(Cl)c4)oc4ccccc34)coc2c1C,/,/,-18%,-1.9%,?,3%,4%,/
Cc1cccc(C)c1NC(=O)CSc1nnc(Cc2ccccc2)o1,-5%,-16%,2%,-0.8%,-3%,1%,-4%,19%[46.1 µM]
Clc1ncccc1-c1nc2ccccc2s1,24%,-1%,-13%,-0.5%,-11%,-2%,-1%,-12%
CC(=O)c1ccc(N(C(=O)CNC(=O)c2ccco2)C(C(=O)NCC2CCCO2)c2ccccc2)cc1 (stereo not given),-17%,-15%,-14%,-0.1%,11%,1%,-1%,41%
Cn1c(SCc2c(Cl)cccc2Cl)nnc1-c1cccs1,0%,5%,1%,-4.4%,7%,-10%,1%,-25%[46.1 µM]
COC(=O)c1ccccc1NC(=O)CCCn1c(=O)c2cccn2c2cccnc21,/,/,-10%,3.4%,-6%,3%,-2%,/
O=C(Nc1ccccc1Cl)NC1(C(=O)NCCCN2CCOCC2)CCCCC1,0%,23%,-2%,0.0%,-4%,-11%,-1%,6%[46.1 µM]
CCOC(=O)C1CCN(S(=O)(=O)c2ccc(C(C)=O)cc2)CC1,-5%,0%,1%,-0.8%,-3%,3%,-7%,4%[46.1 µM]
O=c1cc(N2CCN(Cc3ccccc3)CC2)c(-c2ccccc2)n[nH]1,-2%,15%,-6%,1.8%,0%,6%,-2%,-7%[46.1 µM]
O=C(CCc1nc2ccccc2c(=O)[nH]1)OCc1cccc(C(F)(F)F)c1,-1%,-1%,-12%,-0.9%,-8%,-3%,4%,-1%
COc1ccc(/C=N\NC(=O)c2cc(OCC(F)(F)F)ccc2OCC(F)(F)F)cc1,8%,-1%,-8%,2.0%,-5%,-4%,-4%,3%[46.1 µM]
CC/C(=N/Nc1cccc(C)c1)c1cnnc(SC)n1,12%,0%,-13%,?,-11%,-2%,-2%,-49%
CSc1nc(-c2ccccc2)nc(SC)c1C(C)=O,9%,-2%,-16%,-1.0%,-2%,13%,0%,-17%[46.1 µM]
N/C(=N\OC(=O)COc1ccc(Br)cc1Cl)c1cccnc1,4%,5%,-10%,-0.9%,-8%,-6%,0%,-11%
CCN(c1ccccc1)c1cc(C)nc2ncnn12,5%,-3%,0%,0.0%,3%,2%,-7%,-5%[46.1 µM]
COc1ccc(CSc2nnnn2C)cc1F,10%,1%,6%,-2.4%,-7%,-19%,3%,3%[46.1 µM]
Cc1cc(N2CCCC2)nc2ccc(NC(=S)NCCCOC(C)C)cc12,4%,11%,-14%,0.9%,9%,-4%,-1%,-3%

# A different layout for some results above:
# Under each structure: CBFb RUNX1 block	aGal spleen mod	Tau fluor counter	Epigenetic derep	Tau fibril FP	TRb SRC2 PPI	TR SRC2 fluor cs	NPSR antag
N/C(=N\OC(=O)COc1ccc(Br)cc1Cl)c1cccnc1
→ 4%	5%	-10%	-0.9%	-8%	-6%	0%	-11%
CCN(c1ccccc1)c1cc(C)nc2ncnn12
→ 5%	-3%	0%	0.0%	3%	2%	-7%	-5%[46.1 µM]
COc1ccc(CSc2nnnn2C)cc1F
→ 10%	1%	6%	-2.4%	-7%	-19%	3%	3%[46.1 µM]

# Later entries
SMILES,CBFb RUNX1 block,aGal spleen mod,Tau fluor counter,Epigenetic derep,Tau fibril FP,TRb SRC2 PPI,TR SRC2 fluor cs,NPSR antag
Cc1ccc(-c2n[nH]c(=S)n2/N=C/c2ccc(C)s2)cc1,-9%,8%,-9%,-1.8%,2%,-1%,2%,?
CCOC(=O)c1sc2nc(NC(=O)C(C)(C)C)sc2c1C,4%,-8%,-22%,0.7%,9%,6%,-6%,?
Cc1ccccc1CN1c2ccccc2-c2nc(SCC(=O)NCc3ccccc3)ncc2S1(=O)=O,/,/,-22%,?,-11%,4%,-1%,/
COc1ccc(-c2c(NC(=O)c3ccco3)n(C)c3ccccc3c2=O)cc1,-1%,5%,-8%,17%,-7%,2%,-1%,11%[46.1 µM]
CCOc1cc(C=C(C#N)C#N)ccc1Oc1ccc([N+](=O)[O-])cn1,0%,-2%,-13%,1.1%,?,0%,-6%,-39%
CC(C)(C)NC(=O)CN(C(=O)CS(=O)CC(=O)Nc1ccc(F)cc1)c1ccc(F)c(Cl)c1 (stereo not given),-2%,-11%,-4%,0.7%,0%,-6%,-7%,0%[46.1 µM]
Cc1cc(NC(=O)CCCC(=O)N(CC(=O)NCCc2ccccc2)Cc2ccc(F)cc2)no1,-2%,8%,-4%,-5.8%,5%,-7%,-2%,-27%[46.1 µM]
NC(=O)c1c[nH]c2ccccc12,-14%,9%,-7%,-0.1%,-8%,6%,-2%,14%
O=C(Nc1ccc(F)cc1)C1CCN(c2nnnn2-c2ccccc2)CC1,2%,5%,0%,1.2%,0%,1%,2%,-7%[46.1 µM]
Cc1cc2oc(C(=O)N(Cc3ccccc3)C3CCS(=O)(=O)C3)cc(=O)c2cc1Cl (stereo not given),-2%,0%,-8%,-1.2%,4%,2%,0%,-13%[46.1 µM]
COc1cccc2c1OC1(C)CC2NC(=O)N1c1cccc(C(=O)Nc2ccc3c(c2)OCCO3)c1 (stereo not given),0%,-22%,-7%,-6.8%,7%,-3%,0%,-25%[46.1 µM]
Cc1nc2c(-c3ccccc3)c(C)nn2c(C)c1CCC(=O)NCCc1ccccc1,/,/,-15%,0.0%,4%,1%,-2%,/
Cn1c(SCc2ccc(Br)cc2)nc2c([nH]c3ccccc32)c1=O,/,/,4%,1.4%,3%,-1%,?,/
O=C(Nc1ncc(Cc2ccccc2Cl)s1)c1ccc(-c2cccc([N+](=O)[O-])c2)o1,-15%,0%,?,-0.9%,3%,2%,-2%,-16%[46.1 µM]
Cc1oc(C(=O)Nc2ccc(O)cc2)cc1COc1ccccc1,0%,2%,-30%,-1.0%,9%,-1%,0%,-7%[46.1 µM]
O=C(CCn1nc(-c2ccccc2)c2ccccc2c1=O)NCC1CCCO1 (stereo not given),-19%,21%,-13%,-1.6%,-5%,-5%,-1%,-5%[46.1 µM]
Cc1ccc(C)c(Nc2nc3c(S(=O)(=O)c4ccc(C(C)C)cc4)nnn3c3ccsc23)c1,/,/,-11%,2.4%,?,2%,-3%,/
CCOc1ccc(NC(=O)CNC(=O)c2ccc(OC)cc2)cc1,-1%,-4%,-9%,7.0%,1%,3%,1%,6%
CS(=O)(=O)N1CCCC(c2nc(-c3ccc(S(=O)(=O)NCc4ccccc4)cc3)no2)C1 (stereo not given),-3%,8%,-22%,-1.6%,-13%,-6%,0%,1%[7.67 µM]
O=C(CCC(NC(=O)OCc1ccccc1)C(=O)OCc1ccccc1)NCC(=O)OCc1ccccc1 (stereo not given),11%,-6%,-12%,2.0%,-3%,0%,2%,10%
Cc1ccc(-n2c(Cc3ccccc3)nnc2SCC(=O)NNC(=O)Cc2ccccc2)cc1,0%,-14%,-8%,-1.8%,-1%,0%,-2%,-8%[46.1 µM]
CC(=C\c1ccccc1)/C=C1/SC(=S)N(CCC(=O)Nc2ccccn2)C1=O,-8%,-4%,-14%,-1.3%,-1%,0%,1%,-25%
COc1ccc(/C=N/NC(=O)C2CCN(c3ncc(C(F)(F)F)cc3Cl)CC2)cc1,0%,4%,-10%,0.0%,-4%,2%,-8%,-6%[46.1 µM]
O=C1NC(c2ccccc2)(C(F)(F)F)SC2=CCCCCN12 (stereo not given),2%,2%,-4%,-1.0%,-14%,-3%,-7%,-3%[46.1 µM]
CCOc1ccc(C(=O)Nc2c(C(=O)N3CCN(c4ccccc4F)CC3)oc3ccccc23)cc1,/,/,?,-1.3%,-2%,4%,-1%,/
Cc1ccc(OCCN2C(=O)c3ccccc3C2=O)cc1,16%,4%,-18%,0.8%,-19%,0%,-3%,?
CC1=CC(=O)C2=C(C)CC[C@@H]3[C@H](OC(=O)[C@H]3C)[C@@H]12,-7%,9%,-4%,-1.9%,-3%,-1%,-2%,20%
Cc1ccccc1-c1nnc(-c2ccc(Cl)cc2)o1,-7%,-2%,-1%,-0.3%,0%,-2%,-2%,-26%[46.1 µM]
Cc1nn(C)c(C(=O)N/N=C/c2ccccc2)c1[N+](=O)[O-],-1%,6%,-1%,0.1%,2%,0%,0%,2%[46.1 µM]
O=C(c1cccnc1)N1CCN(Cc2cccc(Br)c2)CC1,-8%,-8%,6%,-1.4%,13%,-2%,-4%,-9%[46.1 µM]
CCC(C)c1ccc(-c2cc(C(=O)OCC(=O)Nc3cc(C)on3)c3ccccc3n2)cc1 (stereo not given),-6%,5%,-20%,-3.0%,?,-14%,-1%,?
CCN1CCN(CCOc2ccccc2OCc2ccccc2)CC1,5%,1%,10%,-1.1%,0%,-5%,-1%,1%
N#Cc1ccc(COC(=O)Cn2nnc(-c3ccccc3)n2)cc1,0%,-11%,-10%,-2.0%,2%,-25%,-2%,-5%[46.1 µM]
